Screening results as filed in PubChem BioAssay.
GFP derepression = qHTS Assay for Epigenetic Modulators; mouse C127i GFP locus derepression, cytometry, 30 h; actives 0.09% (n = 68,000); AID 597, 2007; Potency, µM (series often up to 46.1 µM), inactives show at the highest dose GFP derepression (activation); further: % of control where 0% means no effect
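Derepression screen: silenced CMV-GFP reporter in murine C127i cells, 30 h compound incubation at 37 C, washed cells imaged by laser-scanning cytometer to enumerate GFP-expressing objects of 20 to 120 um.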
Caspase-7 inhib = qHTS Assay for Allosteric/Competitive Inhibitors of Caspase-7; P55210; recombinant caspase-7, Ac-DEVD-AFC fluorescence rate; Potency, µM (highest dose often 57.5 µM), for inactives: top-dose activity change, negative = inhibition, usual class: inhibitors; actives 0.02% (n = 75,000); active means well fitted inhibition curve with a large enough effect in the main read-out, with a control signal flat, not every such curve was filed as active; inconclusive means small, poorly fitted or top-dose-only effect, or a change in a side signal; further: potency means the concentration at half of the fitted maximal effect; % of control where 0% means no effect
Target sequence (P55210 24-198 limits assumed): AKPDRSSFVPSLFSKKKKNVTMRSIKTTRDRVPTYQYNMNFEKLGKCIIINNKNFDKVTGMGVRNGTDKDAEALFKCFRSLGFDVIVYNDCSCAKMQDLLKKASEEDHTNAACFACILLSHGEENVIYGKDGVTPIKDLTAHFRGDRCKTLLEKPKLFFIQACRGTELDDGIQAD
Target sequence (P55210 207-303 limits assumed): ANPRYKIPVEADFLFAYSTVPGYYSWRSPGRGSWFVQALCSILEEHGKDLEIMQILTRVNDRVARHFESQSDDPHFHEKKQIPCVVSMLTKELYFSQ
USP2a inhib = qHTS Assay for Inhibitors of Ubiquitin-specific Protease USP2a; USP2a enzymatic assay, qHTS inhibition; Potency, µM (top dose mostly 38.3 µM), without a hit: top-dose activity change, negative = inhibition, actives largely listed as inhibitors; actives 0.1% (n = 60,000); AID 927, 2007;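 further: potency means the concentration at half of the fitted maximal effect; nearly all actives have a fitted effect of over 60% in size; plate controls were DMSO for no effect and NEM full inhibition control for full effect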
Target sequence (O75604 whole entry, looked up): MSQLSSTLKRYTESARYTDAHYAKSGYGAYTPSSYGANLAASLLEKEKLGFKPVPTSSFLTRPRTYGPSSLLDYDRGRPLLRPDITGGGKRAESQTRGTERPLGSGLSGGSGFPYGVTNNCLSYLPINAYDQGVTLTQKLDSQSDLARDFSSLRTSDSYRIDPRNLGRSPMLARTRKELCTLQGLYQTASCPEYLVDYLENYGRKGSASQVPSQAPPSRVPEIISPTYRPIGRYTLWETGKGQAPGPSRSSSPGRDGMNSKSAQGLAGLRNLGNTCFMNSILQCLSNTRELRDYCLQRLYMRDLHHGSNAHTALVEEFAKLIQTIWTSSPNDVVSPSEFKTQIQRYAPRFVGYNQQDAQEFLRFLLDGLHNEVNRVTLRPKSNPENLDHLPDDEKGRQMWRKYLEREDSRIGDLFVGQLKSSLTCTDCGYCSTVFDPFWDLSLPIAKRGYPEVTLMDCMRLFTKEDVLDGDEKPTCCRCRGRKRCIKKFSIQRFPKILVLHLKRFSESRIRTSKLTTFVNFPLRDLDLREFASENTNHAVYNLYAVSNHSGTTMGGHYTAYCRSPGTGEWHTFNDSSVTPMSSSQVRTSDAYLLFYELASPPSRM
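Inhibition is measured in a cell-free coupled assay with 20 nM USP2 core, 20 nM Ub-PLA2 and 20 uM NBD C6-HPC, 2.5 h incubation. Activity normalized to NEM control.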
BRCT inh green = qHTS Assay for Inhibitors of BRCT-Phosphoprotein Interaction (Green Fluorophore); Potency, µM (top dose mostly 76.9 µM), without a hit: at the highest dose activity change, negative = inhibition, actives largely listed as inhibitors; Breast cancer type 1 susceptibility protein (Homo sapiens), P38398; actives 0.05% (n = 75,000); BRCA1 BRCT-phosphopeptide binding, green fluorescence polarization;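 further: potency means the concentration at half of the fitted maximal effect; plate controls were peptide without protein for full effect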
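Fluorescence polarization: His-tagged BRCT (~35 kDa BRCA1 C-terminus, 250 nM) bound to 100 nM fluorescein-labeled phosphorylated 10-aa BACH1 peptide, pH 7.3 phosphate buffer with DTT and Tween 20. Compounds incubated 12 min at room temperature; inhibition read as lowered polarization.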
BRCT inh red = qHTS Assay for Inhibitors of BRCT-Phosphoprotein Interaction (Red Fluorophore); Breast cancer type 1 susceptibility protein (Homo sapiens), P38398; BRCT-phosphopeptide binding, red fluorescence polarization; Potency, µM (series often up to 76.9 µM), inactives show top-dose activity change, negative = inhibition, usual class: inhibitors; actives 0.03% (n = 75,000); AID 892, 2007; further: on the % scale 0 is the no-effect control and ±100 the full control effect
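Fluorescence polarization: 100 nM His-tagged BRCA1 BRCT with 100 nM TAMRA-labelled phospho-BACH1 decapeptide, phosphate buffer pH 7.3 with 150 mM NaCl, DTT, 0.01% Tween 20; 12 min RT. Binding inhibition seen as FP decrease.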
Casp1 inh = qHTS Assay for Allosteric/Competitive Inhibitors of Caspase-1 | Potency, µM (series often up to 57.5 µM), for the others: top-dose activity change, negative = inhibition, hits mostly inhibitors | actives 0.03% (n = 75,000) | Caspase-1 enzyme, Ac-WEHD-AFC fluorogenic rate | P29466 | AID 900, 2007;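 further: potency means the concentration at half of the fitted maximal effect; plate controls were vehicle for no effect and no substrate for full effect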
Fluorescein autfl = qHTS Assay for Spectroscopic Profiling in Fluorescein Spectral Region | actives 0.91% (n = 59,000) | Compound autofluorescence, 480/540 nm, fluorescein-equivalent; active compounds read high | max fluorescein-equivalent concentration, M; in the data active means max fluorescein-equivalent concentration above about 10 nM; inconclusive means between about 1.1 nM and that limit
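First, buffer (100 mM Tris, pH 8.0) dispensed; second, compounds and fluorescein standards pinned in; third, 15 min room-temperature incubation; finally, imaging at ex 480 nm/em 540 nm. Fluorescence normalized against the six-point fluorescein curve.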
HEK293 cAMP cs = qHTS Assay for Agonists of the Thyroid Stimulating Hormone Receptor: Activators of Intracellular cAMP Concentrations in Parental HEK 293; actives 2.5% (n = 73,000); parental HEK293 CNG cAMP sensor, membrane potential fluorescence; AID 938, 2007; Potency, µM (top dose mostly 57.1 µM), for inactives: at the top dose activation, usual class: activators; further: potency means the concentration at half of the fitted maximal effect; % of control where 0% means no effect; nearly all actives have a fitted effect of over 55% in size
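Parental HEK 293 cells stably expressing a cAMP-gated CNG channel were loaded with membrane potential dye containing 100 uM RO 20-1724 for 60 min. Compound added for 30 min; depolarization read as fluorescence intensity at 590 nm.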
UbGFP stabilizer = Ubiquitin-GFP Assay. 67,000 tested, under 10 active. Ubiquitin-GFP reporter cells, proteasome inhibition, GFP fluorescence; response scale: untreated = 0%, 10 µM MG-132 = 100%. AID 526, 2006. Potency, µM (top dose mostly 45.9 µM), inactives show top-dose activation (GFP accumulation), actives largely listed as activators; active means well fitted activation curve with a large enough effect, not every such curve was filed as active; inconclusive means small, poorly fitted or top-dose-only effect, or another doubt; inactive means no such curve, though single readings can be large or run the other way; further: potency means the concentration at half of the fitted maximal effect
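U2OS cells stably expressing ubiquitin(G76V)-GFP, seeded overnight in 0.5% FBS medium, were exposed to compounds (qHTS, 46 uM to 2.9 nM) for 4 hr at 37 °C. GFP-positive cells were counted by laser cytometry (488 ex/515 em), normalized between basal and 10 uM MG-132.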
A350 fluor = qHTS Assay for Spectroscopic Profiling in A350 Spectral Region. max dye-equivalent concentration, M. Compound autofluorescence, 340/450 nm, Alexa 350 dye-equivalents; active compounds read high. AID 590, 2007. actives 11% (n = 59,000); in the data active means max dye-equivalent concentration above about 10 nM; inconclusive means mostly about 1.1 nM to 9.6 nM
4MU fluor = qHTS Assay for Spectroscopic Profiling in 4-MU Spectral Region. compound autofluorescence, 340/450 nm, 4-MU equivalents; active compounds read high. max dye-equivalent concentration, M. actives 11% (n = 59,000); in the data active means max dye-equivalent concentration above about 10 nM; inconclusive means mostly about 1.1 nM to 9.6 nM
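Compounds in 100 mM Tris, pH 8.0, incubated 15 min at room temperature, then fluorescence read at 340 nm excitation/450 nm emission. Signal converted to 4-MU dye-equivalent concentration using an on-plate six-point 4-MU standard curve.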
Starred values were filed as active, the others as inactive; i = inactive; ? = inconclusive; . = no result given; & = joins results of further samples; [ ] = remark or other dose. Unless noted, the call rests on the fitted dose curve; in most records, active means well fitted curve in the direction sought with a large enough effect; inconclusive means small, poorly fitted or top-dose-only effect, or another doubt; inactive means no such curve, though single readings can be large; an effect the other way counts as inactive or inconclusive. The list is partial (hit frequency here may not be typical).

SMILES	GFP derepression	Caspase-7 inhib	USP2a inhib	BRCT inh green	BRCT inh red	Casp1 inh	Fluorescein autfl	HEK293 cAMP cs	UbGFP stabilizer	A350 fluor	4MU fluor
CCN(CC)CCNC(=O)Cn1c(-c2ccccn2)nc2ccccc21	0%	-2%	-3%	-1.2%	-0.9%	-2%	i	5%	-7%	?	i
CN(CCc1ccccn1)C(=O)CN(C)S(=O)(=O)c1ccc2c(c1)c(=O)n(C)c(=O)n2C	2%	-1%	9%	-0.2%	0.2%	0%	?	5%	.	i	i
CC(=O)N1CCN(c2ccc(NC(=O)c3ccccc3Br)cc2Cl)CC1	10%	-2%	41%[activator]	-3.6%	-1.1%	-1%	?	-6%	6%	?	i
CN(C)c1ccc(CNC(=O)C2(C)C=CCN2C(=O)c2ccccc2)cc1 (stereo not drawn)	.	0%	.	-1.9%	0.3%	2%	.	21%	.	.	.
CCOC(=O)c1cnc(NCc2ccccc2)nc1C	9%	-1%	-3%	0.6%	2.7%	-3%	?	14%	-4%	?	i
Cc1cc(NC(=O)NC(=O)c2cccc(OC(F)(F)C(F)F)c2)n[nH]1	4%	2%	-3%	-2.6%	-0.1%	3%	?	-1%	2%	i	i
COc1cccc(-c2cc(=O)c3ccccc3o2)c1N	1%&-2%	-2%	-2%	-1.6%	0.9%	2%	?	?	-3%&-13%	i	i
O=C(O)CCCCCNC(=O)CCn1cnc2ccccc2c1=O	4%	-1%	2%	-1.2%	0.7%	1%	i	2%	-7%	i	i
Cc1nnc(SCSc2nnc(C)s2)s1	5%	-2%	14%	-1.5%	-1.4%	1%	?	2%	5%	i	i
Cn1cnnc1SCC(=O)Nc1sccc1C#N	0%	0%	-2%	-0.8%	-2.0%	-1%	?	3%	14%	i	i
Cc1cc(C(=O)Nc2nc3c(s2)CCCC3)no1	-1%	1%[0.00368 µM]	-9%	-1.7%	0.2%	2%	?	-2%	-1%	?	i
Cc1ccc(C2(C)NC(=O)N(CC(=O)Nc3ccc4c(c3)OCO4)C2=O)cc1 (stereo not drawn)	1%	0%	2%	-0.6%	-0.2%	0%	?	-2%	-3%	i	i
COc1ccc(CN2CCN(C)CC2)cc1OCc1ccccc1	0%	2%	-6%	-2.4%	-2.2%	0%	i	12%	-1%	i	i
CC1CCCCC1NC(=O)Cn1ncc2ccccc21 (stereo not drawn)	-2%	-3%	.	-0.3%	-0.2%	2%	.	?	-3%	.	.
CCOC(=O)N1CCN(S(=O)(=O)c2cc(Cl)c(OC)cc2Cl)CC1	3%	0%	4%	0.0%	0.3%	-1%	i	9%	9%	i	i
Cc1ccc2c(c1)CN1CN2Cc2cc(C)ccc21	-2%	0%	4%	-5.5%	-2.0%	-1%	.	11%	7%	.	.
CC1(C)CC(=O)C=C(Nc2ccc3c(c2)OCCO3)C1	0%	-1%	-2%	-2.7%	-0.5%	-2%	.	15%	11%	.	.
O=C(Nc1ccc(Cc2ccncc2)cc1)C1CC1	1%	-2%	-1%	-0.9%	0.8%	1%	i	0%	2%	i	i
CC(C)c1[nH]nc2c1C(c1ccc(OC(=O)c3ccco3)cc1)C(C#N)=C(N)O2 (stereo not drawn)	-3%	-1%	-25%	-0.2%	-0.1%	-1%	i	?	13%	i	i
O=C(O)CSc1nnc2c3ccccc3c3ccccc3c2n1	-1%[9.22 µM]	-2%[11.5 µM]	.	-0.8%[15.4 µM]	0.1%[15.4 µM]	0%[11.5 µM]	i	4%[11.4 µM]	4%[9.17 µM]	i	i
O=C(COC(=O)C1CCC1)NCc1ccccc1Cl	-2%	-2%	3%	-1.0%	1.5%	0%	i	3%	0%	1.1e-08M*	?
CC(=O)Nc1ccc(NS(=O)(=O)c2cn(C)c(=O)n(C)c2=O)cc1	.	-1%	.	-1.1%	-3.2%	2%	.	?	-13%	.	.
CCc1cccc2c(=O)c(C(=O)N3CCOCC3)c[nH]c12	-2%	-1%	-7%	-1.5%	-2.2%	0%	i	-3%	3%	i	i
CN1CCc2c(sc3c2c(=O)n(-c2ccccc2)c2nnc(SCc4ccccc4F)n32)C1	5%	-2%	9%	-1.8%	-4.7%	-4%	i	6%	3%	?	?
CS(=O)(=O)N1CCC2(CCN(c3ccncc3)CC2)CC1	0%[9.22 µM]	-1%	-4%	-2.1%	-2.2%	-3%	i	?	-5%	i	i

Retrieved by structure from above, 4 records:
SMILES	GFP derepression	Caspase-7 inhib	USP2a inhib	BRCT inh green	BRCT inh red	Casp1 inh	Fluorescein autfl	HEK293 cAMP cs	UbGFP stabilizer	A350 fluor	4MU fluor
CS(=O)(=O)N1CCC2(CCN(c3ccncc3)CC2)CC1	0%[9.22 µM]	-1%	-4%	-2.1%	-2.2%	-3%	i	?	-5%	i	i
O=C(O)CSc1nnc2c3ccccc3c3ccccc3c2n1	-1%[9.22 µM]	-2%[11.5 µM]	.	-0.8%[15.4 µM]	0.1%[15.4 µM]	0%[11.5 µM]	i	4%[11.4 µM]	4%[9.17 µM]	i	i
CCN(CC)CCNC(=O)Cn1c(-c2ccccn2)nc2ccccc21	0%	-2%	-3%	-1.2%	-0.9%	-2%	i	5%	-7%	?	i
CC(=O)N1CCN(c2ccc(NC(=O)c3ccccc3Br)cc2Cl)CC1	10%	-2%	41%[activator]	-3.6%	-1.1%	-1%	?	-6%	6%	?	i

Next part
SMILES	GFP derepression	Caspase-7 inhib	USP2a inhib	BRCT inh green	BRCT inh red	Casp1 inh	Fluorescein autfl	HEK293 cAMP cs	UbGFP stabilizer	A350 fluor	4MU fluor
CN1C(c2ccc(F)cc2)=CS/C1=C(\C#N)c1nnc2n1-c1ccccc1SC2	-2%	2%[0.00368 µM]	26%	-1.8%	-0.2%	-12%	i	?	-2%	i	i
O=S(=O)(Nc1ccc2nc(-c3ccc(Br)o3)[nH]c2c1)c1ccccc1	0%	-9%	38%[activator]	0.3%	-1.1%	-11%	i	?	.	i	i
Cc1cc(C)cc(-n2c(=O)c3sccc3n(CC(=O)NCc3ccco3)c2=O)c1	0%	-2%	5%	-2.0%	0.1%	-1%	i	5%	5%	i	i
O=C(Nc1cccc(Cl)c1)c1cnn2cccnc12	0%	-1%	8%	-1.0%	-2.2%	0%	i	7%	6%	i	i
COc1ccccc1N1CCN(C(=O)C2c3ccccc3Oc3ccccc32)CC1	-4%	-2%	28%	-0.1%	-2.6%	-4%	?	?	.	i	i
CN(C)C(=O)c1ccc(-c2nccc(NCc3ccccc3)n2)cc1	0%[9.22 µM]	-11%	54%[activator]	-0.4%	-1.7%	-3%	i	21%	-3%	i	i
Cc1cccc(C2c3c(n(C)c(=O)n(C)c3=O)N=C3c4ccccc4C(=O)C32)c1 (stereo not drawn)	2%	-1%	7%	-3.7%	0.0%	0%	?	-19%	-3%	i	i
Cc1n[nH]c(C)c1S(=O)(=O)N1CCCC(C(=O)Nc2ccc3c(c2)OCCO3)C1 (stereo not drawn)	1%	4%	9%	-0.3%	1.3%	-2%	i	5%	-6%	i	i
CC(=O)NC(CC(=O)NCC(c1ccco1)N(C)C)c1ccccc1 (stereo not drawn)	-2%	-2%	4%	-1.5%	1.5%	-4%	i	-5%	0%	?	i
COc1ccc(-c2ccc(-c3nnn(CC(C)=O)n3)cc2)cc1	3%	2%	11%	-0.1%	0.2%	-1%	i	?	6%	i	i
CCOC(=O)CSc1nncc2ccc(OC)c(OC)c12	3%	-1%	-5%	-0.8%	0.9%	-1%	i	12%	-1%	i	i
Cc1onc(-c2ccccc2)c1C(=O)NC1C(=O)N2C(C(=O)O)C(C)(C)S[C@@H]12 (stereo partly drawn)	.	1%	-6%	-0.6%[3.08 µM]	0.3%	-1%	.	.	.	.	.
CCOc1ccc(NC(=O)C2CC(C)=C(C)CC2C(=O)O)cc1 (stereo not drawn)	0%	0%	-2%[7.66 µM]	0.3%	0.1%	-3%	.	2%[11.4 µM]	17%[9.17 µM]	.	.
C[C@@]12CCC3c4ccc(O)cc4CCC3C1CCC2O (stereo partly drawn)	.	1%	13%	-0.3%[3.08 µM]	1.5%	0%	.	.	.	.	.
Cc1ccc(-c2nc(=S)c3c(n2Cc2ccco2)CCCC3)cc1	.	0%	.	-1.6%	-1.8%	-5%	.	2.5µM*	.	.	.
Cc1cc(Br)c(S(=O)(=O)NCCN2CCOCC2)cc1C	1%	-1%	6%	0.8%	1.3%	-3%	.	-2%	0%	.	.
COC(=O)c1ccc(CSc2nc3sc4c(c3c(=O)n2C)CCCC4)o1	0%	0%	31%[activator]	1.2%	0.4%	-1%	?	29%	2%	i	i
